# Screens deposited in PubChem by The Scripps Research Institute Molecular Screening Center.
# TEAD-YAP inh – TEAD-YAP interaction inhibition, primary screen, TEAD-YAP interaction inhibitor project, luminescence, HEK-TIYL cells. TEAD-Gal4/YAP UAS-luciferase luminescence. inhibition, % at 9.12 µM. 640,000 tested, 1.4% active. AID 1259422, 2018; in the data active = inhibition above about 32%;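 also: 0% = median of test compound wells and 100% = reference inhibitor wells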
# GPR151 activ – activators of human GPR151, primary screen, cell-based, PathHunter beta-arrestin, luminescence; G-protein coupled receptor 151 (Homo sapiens), Q8TDV0; PathHunter beta-arrestin GPR151 cells; activation, % at 11.2 µM; 650,000 tested, 1% active; AID 1508602, 2020; in the data active = activation above about 4.9%;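 also: 0% = median of compound wells and 100% = cells with positive control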
# Target sequence (Q8TDV0 whole entry, looked up): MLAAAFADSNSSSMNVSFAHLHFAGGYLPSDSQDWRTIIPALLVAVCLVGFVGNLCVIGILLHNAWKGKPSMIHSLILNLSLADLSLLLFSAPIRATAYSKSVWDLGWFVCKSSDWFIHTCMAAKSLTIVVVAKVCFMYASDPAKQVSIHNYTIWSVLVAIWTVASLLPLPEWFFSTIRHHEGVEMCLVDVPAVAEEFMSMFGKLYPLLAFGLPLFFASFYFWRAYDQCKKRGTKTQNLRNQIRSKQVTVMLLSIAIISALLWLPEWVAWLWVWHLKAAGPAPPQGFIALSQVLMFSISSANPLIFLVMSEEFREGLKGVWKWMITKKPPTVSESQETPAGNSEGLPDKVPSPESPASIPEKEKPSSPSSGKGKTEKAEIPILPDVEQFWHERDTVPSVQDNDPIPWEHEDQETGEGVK
# MITF primary – MITF inhibitors, primary screen, biochemical, AlphaScreen, human | Microphthalmia-associated transcription factor (Homo sapiens), O75030 | AlphaScreen MITF homodimerization, bead proximity signal | inhibition, % at 2.6 µM | 650,000 tested, 0.91% active | AID 1259374, 2018; in the data active = inhibition above about 50%;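 also: 0% = vehicle wells with protein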
# Target sequence (O75030 whole entry, looked up): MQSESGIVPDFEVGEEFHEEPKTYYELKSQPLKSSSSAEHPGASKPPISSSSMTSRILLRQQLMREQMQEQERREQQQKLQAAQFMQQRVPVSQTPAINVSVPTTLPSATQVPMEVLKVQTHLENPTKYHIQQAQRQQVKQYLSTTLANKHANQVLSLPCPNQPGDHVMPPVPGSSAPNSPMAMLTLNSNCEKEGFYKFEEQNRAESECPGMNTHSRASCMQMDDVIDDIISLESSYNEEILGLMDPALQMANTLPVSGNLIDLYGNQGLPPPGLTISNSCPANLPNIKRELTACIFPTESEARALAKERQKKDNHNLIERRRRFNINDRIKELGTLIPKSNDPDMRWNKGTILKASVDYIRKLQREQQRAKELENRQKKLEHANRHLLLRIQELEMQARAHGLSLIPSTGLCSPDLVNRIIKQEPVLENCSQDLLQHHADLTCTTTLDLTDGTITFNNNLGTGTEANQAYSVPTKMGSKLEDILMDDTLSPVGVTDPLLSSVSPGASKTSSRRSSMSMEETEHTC
# FBW7 activator – FBW7 E3 ligase activators, primary screen, biochemical, AlphaScreen, human | AlphaScreen FBW7–phospho-cyclin E peptide binding, activator screen | AID 1259310, 2017 | F-box/WD repeat-containing protein 7 (Homo sapiens), Q969H0 | normalized activity (activation), % at 26.1 µM | 650,000 tested, 0.13% active; in the data active = normalized activity above about 1.9%;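 also: purified mutant Fbw7 with reduced substrate affinity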
# An asterisk follows results filed as active; . = not tested or not shown.
SMILES,TEAD-YAP inh,GPR151 activ,MITF primary,FBW7 activator
CCc1nc(NCCNC(=O)C2CC2)c2c3c(sc2n1)CCCC3,10,1.8,-2,0.0
COCCN(C(=O)C1CCOC1)c1nnc(C)s1 (stereo not given),4,-0.4,8,0.1
CCN(CC)C(=O)c1cc2c(=O)[nH]c3ccccc3c2n1C,-7,1.8,-9,-0.2
CCCC(NC(=O)c1ccccc1)C(=O)OCc1nc(-c2ccccc2)oc1COC(=O)C(CCC)NC(=O)c1ccccc1 (stereo not given),0,0.3,8,0.2
COc1ccccc1CN1CCN(Cc2ccc(OC)c(OC)c2)CC1,-1,0.3,62*,0.0
O=C1NC(=O)N(c2ccccc2)C(=O)/C1=C\c1ccccc1Br,-5,0.6,-10,0.1
C=CCn1c(=O)c2ccccc2n2c(SCC(=O)Nc3ccccc3C(C)=O)nnc12,8,-1.6,5,-0.1
Cc1cc(Br)cc(C)c1N1C(=O)C2CCCCC2C1=O (stereo not given),-16,-1.7,5,-0.2
CC(C)(C)c1cc(C(F)(F)F)n2ncnc2n1,4,-0.2,10,0.2
O=C(O)COc1ccc(C(=O)Cc2ccc3c(c2)OCCCO3)c(O)c1,6,-1.3,4,0.0
CCC(=O)Nc1c(-c2ccc(C)cc2)nc2ccc(C)cn12,-2,1.8,-5,0.3
CCCNc1cc(-c2ccc(N3CCN(C)CC3)cc2)ncn1,-12,-1.5,11,0.1
CCc1ccccc1NC(=S)N(Cc1cccs1)C1CCCC1,-10,1.7,-4,-0.2
CCSc1nnc(NC(=O)C2c3ccccc3Oc3ccccc32)s1,-1,-0.3,5,0.0
Cc1ccc(S(=O)(=O)NCC(=O)NCC(=O)NN=C2CCCCC2)cc1,3,-0.4,5,0.0

# Laid out differently: results already given
SMILES | TEAD-YAP inh | GPR151 activ | MITF primary | FBW7 activator
CCc1nc(NCCNC(=O)C2CC2)c2c3c(sc2n1)CCCC3 | 10 | 1.8 | -2 | 0.0
COCCN(C(=O)C1CCOC1)c1nnc(C)s1 (stereo not given) | 4 | -0.4 | 8 | 0.1
CCN(CC)C(=O)c1cc2c(=O)[nH]c3ccccc3c2n1C | -7 | 1.8 | -9 | -0.2
CCCC(NC(=O)c1ccccc1)C(=O)OCc1nc(-c2ccccc2)oc1COC(=O)C(CCC)NC(=O)c1ccccc1 (stereo not given) | 0 | 0.3 | 8 | 0.2
COc1ccccc1CN1CCN(Cc2ccc(OC)c(OC)c2)CC1 | -1 | 0.3 | 62* | 0.0
O=C1NC(=O)N(c2ccccc2)C(=O)/C1=C\c1ccccc1Br | -5 | 0.6 | -10 | 0.1
C=CCn1c(=O)c2ccccc2n2c(SCC(=O)Nc3ccccc3C(C)=O)nnc12 | 8 | -1.6 | 5 | -0.1
Cc1cc(Br)cc(C)c1N1C(=O)C2CCCCC2C1=O (stereo not given) | -16 | -1.7 | 5 | -0.2
CC(C)(C)c1cc(C(F)(F)F)n2ncnc2n1 | 4 | -0.2 | 10 | 0.2
O=C(O)COc1ccc(C(=O)Cc2ccc3c(c2)OCCCO3)c(O)c1 | 6 | -1.3 | 4 | 0.0
CCC(=O)Nc1c(-c2ccc(C)cc2)nc2ccc(C)cn12 | -2 | 1.8 | -5 | 0.3
CCCNc1cc(-c2ccc(N3CCN(C)CC3)cc2)ncn1 | -12 | -1.5 | 11 | 0.1
CCc1ccccc1NC(=S)N(Cc1cccs1)C1CCCC1 | -10 | 1.7 | -4 | -0.2
CCSc1nnc(NC(=O)C2c3ccccc3Oc3ccccc32)s1 | -1 | -0.3 | 5 | 0.0

# Continuation.
SMILES,TEAD-YAP inh,GPR151 activ,MITF primary,FBW7 activator
Cc1ccc(C2=NN(CCC(=O)NCCN(CC(C)C)CC(C)C)C(=O)CC2)cc1,2,3.8,-3,0.1
Oc1ccc(CCNc2nc(N3CCN(Cc4ccc5c(c4)OCO5)CC3)nc3c2ncn3-c2ccsc2)cc1,-2,1.6,7,-0.3
O=C(O)Cn1cc(CN2CCc3c(nc(N4CCCCC4)[nH]c3=O)C2)c2ccccc21,5,2.9,-9,0.1
COc1ccc(-c2csc3ncn(-n4c(C)ccc4C)c(=O)c23)cc1OC,4,0.6,9,-0.1
Cc1ccc2cc3c(nc2c1C)OCC(=O)N(C1CC1)C3,-17,-0.9,-3,0.0
COc1ccc2cccc(N3CCN(CCNC(=O)c4ccc(F)cc4)CC3)c2c1,.,0.4,-9,-0.1
COc1cc(/C=C(/C#N)c2nc(-c3ccc(F)cc3)cs2)ccc1O,-22,3.1,-4,0.1
Cn1cnnc1Sc1ccc(C(=O)NNC(=O)c2ccc(F)cc2)cc1[N+](=O)[O-],1,1.7,-1,0.1
COc1cccc(C(=O)Nc2nnc(SCC(N)=O)s2)c1,-21,-2.1,-6,-0.3
CCOc1ccc(NC(=O)Nc2cccc(Cl)c2)cc1,-53,-2.4,21,1.6
O=C(Cc1cccs1)N/N=C\c1ccccc1[N+](=O)[O-],-21,-1.6,-6,0.1
CCOCCCNC(=S)N1CCN(c2nc(-c3cccc(OC)c3)cs2)CC1,-31,0.1,-5,-0.2
CCNc1nc(NCc2nc3ccccc3[nH]2)c2ncn(-c3ccccc3)c2n1,-1,2.5,8,-0.1
C=CCN(c1ccccc1)S(=O)(=O)c1cc(Br)cc2c1N(C(C)=O)CC2,-8,-0.4,12,0.0
CC(=O)c1cccc(S(=O)(=O)N2CCC(C(=O)O)CC2)c1,3,-0.9,7,0.3
O=c1cnnc(N/N=C/C=C/c2ccccc2)[nH]1,-9,2.9,43,-0.5
CC1CCC2C(=O)N(c3ccc(Cl)cc3O)C(=O)C2C1 (stereo not given),1,-0.5,5,0.0
CC1=C(C(=O)Nc2ccccc2Cl)C(c2ccccc2Cl)NC(=S)N1 (stereo not given),2,-1.1,6,0.3
O=C(COC(=O)C1=NNC(=O)CC1)NCC1CCCCC1,1,-3.2,15,0.3
CCCCn1c(SCC(=O)NC2CCCCC2)nnc1-c1ccncc1,7,0.3,-2,-0.1
COc1ccc(OC)c(NC(=O)c2ccccc2Br)c1,14,-0.8,2,0.0
COc1ccc(Cl)cc1C1=N/C(=C/c2ccc(Br)cc2)C(=O)O1,4,0.8,19,0.0
CC(=O)N/C(=C\c1ccc(F)cc1)C(=O)NCC(=O)O,-3,0.5,-2,-0.2
O=C(Nc1ccncc1)c1ccc(Cl)cc1,10,-1.3,11,0.1
Cc1cccn2c(CNCC(C)Oc3cccnc3)c(C(=O)N3CCOCC3)nc12 (stereo not given),-6,-0.4,8,0.2
Cc1ccc(CN2CCN3C(=O)[C@H]([C@@H](C)O)NC(=O)[C@H]3C2)s1,9,0.6,0,-0.2
COc1ccc(-n2nc3c(c2NC(=O)c2ccccc2I)CSC3)cc1,19,-1.2,8,-0.1
COC(=O)c1c[nH]n2c(=O)c(Cc3ccc(F)cc3Cl)c(C)nc12,-5,-2.5,-11,0.2
CCOC(=O)C1=C(N)Oc2cc(C)n(Cc3ccccc3)c(=O)c2C1c1ccccc1F (stereo not given),6,-1.9,13,0.1
CCOC(=O)c1c(NC(=O)c2cc3ccccc3oc2=O)sc(C)c1-c1ccccc1,-4,0.3,-4,0.1
Cc1ccc(C)c(C(=O)c2ccc(N)cc2)c1,-6,0.2,8,-0.1
COc1ccc(Nc2ncc(-c3ccccc3)cn2)cc1,-53,1.0,-6,-0.2
C[C@@H]1NC(=O)[C@H]2CN(C(=O)c3cccc(Cl)c3)CCN2C1=O,1,0.6,-1,-0.1
CC(C)CCn1c(SCC(=O)c2ccc(F)cc2)nc2ccsc2c1=O,8,-0.2,-4,-0.2
O=C(NCc1ccc2c(c1)OCO2)c1ccc(N2CCCC2=O)cc1,0,0.1,11,0.2
Cc1ccc(CSc2nc3sc4c(c3c(=O)n2-c2ccccc2)CCCC4)c(C)c1,1,0.4,6,0.2
O=C(NCc1cccnc1)C(=O)NCC1OCCN1S(=O)(=O)c1ccc([N+](=O)[O-])cc1 (stereo not given),-7,-0.1,-6,-0.2
O=C1C(=O)N(CCCN2CCOCC2)C(c2ccncc2)/C1=C(/O)c1ccc(F)cc1 (stereo not given),2,-0.4,-9,-0.1
COc1ccc2c(=O)c(OC)c(-c3ccccc3)oc2c1,7,-1.5,23,0.0
Cc1nn(C)c(C)c1N=Nc1c(O)c(C(=O)O)cc2ccccc12,-4,-0.8,-6,-0.3
CCc1ccccc1NC(=O)c1ccc(N2CCN(c3ccccc3Cl)CC2)c([N+](=O)[O-])c1,2,0.5,11,-0.1
COc1ccc(-c2cc(C(F)(F)F)n3ncc(C(=O)Nc4ccc(C(C)=O)cc4)c3n2)cc1OC,-7,0.9,8,0.4
Cc1cccc(NC(=O)CC2Sc3ccc(C(F)(F)F)cc3NC2=O)c1C (stereo not given),4,0.0,66*,-0.2
O=C(CNC1CCCC1)Nc1ccc(CN2CCCCC2)cc1,-6,0.7,65*,0.0
CCC(C)c1ccccc1OCC(=O)Nc1ccc(S(N)(=O)=O)cc1 (stereo not given),-2,0.2,5,-0.2
O=C1c2c(Cl)c(Cl)c(Cl)c(Cl)c2C(=O)N1c1ccc(S(=O)(=O)c2ccc([N+](=O)[O-])cc2)cc1,-8,2.5,9,0.0
CCOC(=C\N(C)C)/C=C(/C(C)=O)C(=O)OC,-10,0.8,-3,-0.2
CCOc1cc(C=O)ccc1OC(C)c1ccccc1 (stereo not given),20,2.1,14,0.1
COC(=O)c1c(NC(=O)c2nn3c(C(F)(F)F)cc(-c4cccs4)nc3c2Cl)sc2c1CCC(C(C)(C)C)C2 (stereo not given),-2,-0.9,-2,0.0
CC(=O)N1CCN(c2ccc(Oc3ccc([N+](=O)[O-])c(C(F)(F)F)c3)cc2)CC1,32,1.5,3,-0.2
CCN(CC)CCCNc1c2c(c(C#N)c3nc4ccccc4n13)CCC2,0,1.5,-3,-0.2
O=C1CC(=O)Nc2cc(S(=O)(=O)NCc3ccc4c(c3)OCO4)ccc2N1,-7,-1.1,-4,0.0
COc1cc(OC)c(C=Nc2ccc(O)cc2)cc1Br,6,0.6,12,0.0
Cc1oc(-c2cccc(Br)c2)nc1CN1CCC(C(=O)O)CC1,3,-0.3,3,0.0
CC1(C)Cc2c(sc3nc(SCC(=O)O)n(Cc4ccccc4)c(=O)c23)CO1,11,-0.8,-6,0.0
c1ccc(-c2cc(N3CCOCC3)cs2)cc1,-23,-0.1,9,0.0
CCOC(=O)C1=C(C)Nc2[nH]c(=O)[nH]c(=O)c2C1c1ccccc1Cl (stereo not given),-7,0.4,-7,0.1
COc1ccc2c(c1)CC(c1cnc3ccc(-c4cn[nH]c4)cc3n1)CO2 (stereo not given),33*,-0.1,11,0.7
Cc1ccc(S(=O)(=O)Nc2cc3c(C(=O)OCc4ccccc4)c(C)oc3c3ccccc23)c(C)c1,1,-1.2,15,0.0
CC1CCCCN1Cc1nc2c(c(=O)n(C)c(=O)n2C)n1Cc1ccc(F)cc1 (stereo not given),-6,-0.5,-6,0.1
# Next part.
SMILES,TEAD-YAP inh,GPR151 activ,MITF primary,FBW7 activator
CCN(CC1CCCO1)C(=O)CCc1nnc(CCc2ccccc2)o1 (stereo not given),-47,-2.1,3,-0.1
Cn1c(=O)[nH]c(=O)c2c1nc(SCCN1CCCCC1)n2Cc1ccccc1,4,1.0,-3,0.0
COc1ccc(CN2C(=O)C3C(C(=O)Nc4ccc(C)cc4)C4C=CC3(O4)C2C(=O)NC2CCCCC2)cc1 (stereo not given),-6,1.9,2,-0.1
COc1cccc(OC)c1C(=O)N1CCN(Cc2ccccc2C(F)(F)F)CC1,-3,0.3,52*,-0.1
CC1=C(C#N)C(C)C2=C(CC(C)(C)CC2=O)N1 (stereo not given),12,0.9,11,-0.1
CCOc1cc(C2C3=C(CC(C)(C)CC3=O)N(CC)C3=C2C(=O)CC(C)(C)C3)cc(Cl)c1O,-4,0.3,25,1.1
CC(C)Oc1cccc(C(=O)N2CCc3ccccc32)c1,11,0.4,3,0.1
O=C(COc1ccc(Cl)cc1)Nc1ccc(I)cc1,1,1.3,-8,-0.1
Cc1oc2ccc(OCC(=O)c3ccccc3)cc2c1C(=O)O,3,-3.6,5,-0.3
COC(=O)C1=CN(C)C=C(C(=O)OC)C1c1ccc(Cl)c(Cl)c1,-4,-1.9,-8,0.4
COc1cc(NC(=O)Cn2cnc([N+](=O)[O-])n2)c(OC)cc1Cl,-10,-0.9,-3,0.1
COC(=O)c1ccccc1NC(=O)COc1ccc(C)cc1Br,-57,-1.3,-14,0.1
O=C(NCc1nc2ccccc2[nH]1)c1ccnc(N2CCc3ccccc3C2)c1,-19,-0.4,4,-0.1
COc1cc2nc(N3CCc4ccccc4C3)nc(Nc3ccc(Oc4ccccc4)cc3)c2cc1OC,4,-0.7,-7,-0.1
Cc1ccc(-c2nc(C=Nc3ccc(C(=O)O)cc3)c(O)o2)cc1,-2,-0.3,10,-0.1
CCC(CO)NP1(=O)C=C(c2ccccc2)SC(c2ccccc2)=C1 (stereo not given),4,-0.1,-8,-0.1
COc1ccc(N2CCN(Cc3nnnn3Cc3cccs3)CC2)cc1,6,-1.3,12,0.3
O=C1CC(O)(C(F)F)Oc2ccccc21 (stereo not given),-5,0.1,8,-0.3
